TDP1 block – inhibitors of human tyrosyl-DNA phosphodiesterase TDP1. Q9NUW8. hit rate 0.28% among 350,000. recombinant TDP1, AlphaScreen DNA substrate cleavage. Potency, µM (series often up to 130 µM), for inactives: at the highest dose activity change, negative = inhibition, most hits filed as inhibitors; further: nearly all actives have a fitted effect of over 40% in size
Target sequence (Q9NUW8 whole entry, looked up): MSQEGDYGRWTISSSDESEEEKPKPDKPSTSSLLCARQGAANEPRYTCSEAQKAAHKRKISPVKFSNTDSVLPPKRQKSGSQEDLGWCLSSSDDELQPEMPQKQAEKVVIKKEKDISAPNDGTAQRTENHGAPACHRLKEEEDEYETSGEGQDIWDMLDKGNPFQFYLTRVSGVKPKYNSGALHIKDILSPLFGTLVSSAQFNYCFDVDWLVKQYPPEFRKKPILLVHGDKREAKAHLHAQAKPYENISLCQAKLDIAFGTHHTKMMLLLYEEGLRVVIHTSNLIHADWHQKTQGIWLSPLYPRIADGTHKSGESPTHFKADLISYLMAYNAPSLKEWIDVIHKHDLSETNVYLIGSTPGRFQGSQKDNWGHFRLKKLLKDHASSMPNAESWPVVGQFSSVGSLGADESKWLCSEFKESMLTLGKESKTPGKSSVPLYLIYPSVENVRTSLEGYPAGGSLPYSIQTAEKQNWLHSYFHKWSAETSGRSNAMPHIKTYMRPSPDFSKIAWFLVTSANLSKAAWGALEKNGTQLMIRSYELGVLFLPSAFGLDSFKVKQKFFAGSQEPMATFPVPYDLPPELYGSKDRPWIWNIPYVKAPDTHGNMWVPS
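Compounds were preincubated with Tdp1 (1 nM final) for 15 min at room temperature before substrate (15 nM final) started a 5 min reaction; beads (10 ug/ml final) were then added for 10 min before AlphaScreen detection.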
DT40 TDP1 CPT – growth inhibition of DT40 Tdp1-/-;hTDP1 cells with camptothecin (screen for TDP1 inhibitors). hit rate 12% among 420,000. Potency, µM (highest dose often 46.2 µM), inactives show top-dose activity change, negative = growth inhibition, hits mostly inhibitors. chicken DT40 Tdp1-/-;hTDP1 cells + 20 nM CPT, ATP luminescence, 48 h; further: nearly all actives have a fitted effect of over 55% in size
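Chicken DT40 Tdp1-/- cells complemented with human TDP1, 400 cells/well, exposed to compounds plus 20 nM camptothecin for at least 48 h at 37 C; viability read as ATP content by CellTiter-Glo luminescence.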
TDP1 cell noCPT – qHTS for Inhibitors of human tyrosyl-DNA phosphodiesterase 1 (TDP1): qHTS in cells in absence of CPT; DT40 Tdp1-/- hTDP1 cells, no CPT, ATP luminescence, 48 h; Potency, µM (doses to about 46.2 µM), without a hit: top-dose activity change, negative = growth inhibition, hits mostly inhibitors; hit rate 15% among 420,000; AID 686978, 2013; further: nearly all actives have a fitted effect of over 55% in size
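Seeded 400 DT40-hTDP1 cells/well (vehicle DMSO, no 20 nM CPT); pinned compounds; ≥48 hr at 37 °C; CellTiter-Glo luminescence as viability measure.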
* = called active by the depositor; u = inconclusive; x = not tested or not shown; [ ] = remark or other dose. The call rests on the fitted dose curve; in most records, active means well fitted curve in the direction sought with a large enough effect; inconclusive means small, poorly fitted or top-dose-only effect, or another doubt; inactive means no such curve, though single readings can be large; an effect the other way counts as inactive or inconclusive. On the % scale 0 is the no-effect control and ±100 the full control effect; potency means the concentration at half of the fitted maximal effect. Hits appear at their usual frequency, and some 18% of all compounds hit somewhere here.

SMILES	TDP1 block	DT40 TDP1 CPT	TDP1 cell noCPT
COC(=O)C[C@H]1C=C[C@H](NC(=O)Nc2ccccc2)[C@@H](CO)O1	x	-4%	-23%
Cc1ccc(S(=O)(=O)NCC(=O)N(CC(=O)NCC2CCCO2)C2CCCC2)cc1 (centres undefined)	0%	0%	-8%
CC(=O)NCCc1csc(-c2ccccc2)n1	-2%	-4%	-10%
O=C(c1ccncc1)N1CCC2(CC1)CCN(c1ncccn1)CC2	x	-8%	-28%
COc1ccc(CCCc2nc3ccccc3[nH]2)cc1	x	-21%	u
Cc1ccc(OCC(=O)Nc2ccc(-c3nnc(-c4ccco4)o3)cc2)cc1	x	2%	-26%
O=C(O)c1ccc2cc(-c3ccccc3)[nH]c2c1	x	10%	3%
O=C(NCc1cccnc1)c1nc(-c2ccccc2)n(-c2ccccc2)n1	5%	u	-22%
Cc1ccc(CNC(=O)C2CCCN2S(=O)(=O)c2ccc3c(c2)C(C)(C)C(=O)N3C)cc1 (centres undefined)	x	-4%	-20%
CCN(CC)CCCCNc1ncc2cc(-c3cc(OC)cc(OC)c3)c(NC(=O)NC(C)(C)C)nc2n1	6%	u	u
COc1cc(CN2CCOc3ccc(C(O)c4cccnc4)cc3C2)cc(OC)c1 (centres undefined)	x	19%[9.04 µM]	-17%
CCOC(=O)c1sc(=NC(=O)c2ccc(S(=O)(=O)N(C)c3ccccc3)cc2)n(C)c1C	-3%	2%	1%
CCc1cccc(NC(=O)COC(=O)C2COc3ccccc3O2)c1 (centres undefined)	x	-11%	-30%
O=C(COC(=O)/C=C/c1ccc(OC(F)F)cc1)Nc1cccc(S(=O)(=O)N2CCOCC2)c1	-2%	u	21µM*
CCOC(=O)c1ccc(S(=O)(=O)N2CCN(C3CC(=O)N(c4ccc(OC)cc4)C3=O)CC2)cc1 (centres undefined)	x	-11%	13%
O=C(CSc1nnc(COc2ccc(Cl)cc2)o1)OC1CCCCC1	x	3%	-2%
Cc1ccc(OCCN2C(=O)C(=O)c3cccc(C)c32)cc1	7%	2.3µM*	2.9µM*
COc1cccc(CN2CCN(Cc3ccc(C#CC(C)(C)O)s3)CC2CCO)c1 (centres undefined)	3%	-17%	-21%
CN1CCN(CC(=O)N(C)c2nc(-c3ccccc3)cs2)CC1	4%	-15%	u
COc1ccc(NC(=O)c2cc(C(C)=O)n3ccccc23)cc1Cl	3%	u	u
COc1cc(NC(=O)c2oc3ccccc3c2C)ccc1NC(=O)c1ccco1	8%[0.0935 µM]	u	18µM*
NC(=O)c1c(NC(=O)CSc2nnc(-c3ccco3)n2-c2ccccc2)sc2c1CCC2	-13%	u	u
CCSC1=N/C(=C\c2ccc(C)s2)C(=O)S1	5%	10%	3%
Cc1ccc(C(=O)N2CCN(c3cccc(Cl)c3)CC2)cc1C	5%	u	26µM*
COCCn1c(N2CCN(c3ccccc3)CC2)nc2c1c(=O)n(C)c(=O)n2C	2%	-26%	u
SMILES	TDP1 block	DT40 TDP1 CPT	TDP1 cell noCPT
CC(=O)C[C@@H](O)CC(=O)[C@@H]1OC(=O)[C@@H](C)C/C=C\Cc2ccccc21	0%	2%	8%
CC(=O)c1c(C)[nH]c(C(=O)CSc2nc3ccc(C)cc3[nH]2)c1C	7%	u	15µM*
CC(=O)Oc1cccc(C(=O)Nc2ccc(NC(=O)c3cccs3)cc2)c1	-2%	u	u
CCc1nc(SCC(=O)c2ccccc2)c2c(=O)n(C)c(=O)n(C)c2n1	-3%	u	u
COc1cccc(-c2cnc3c(NC(C)=O)cc(-c4ccncc4)cn23)c1	x	u	16µM*
O=C(Cn1cnc(Cl)c1Cl)c1ccccc1	1%	-8%	-23%
N#CCCn1nc(-c2ccccc2)cc1Nc1ccccc1NC(=O)C(F)(F)F	-1%	-20%	-28%
O=C(c1ccoc1)N1CCN(c2cc(-c3cccnc3)nc3cc(-c4cccc(Cl)c4)nn23)CC1	x	18µM*	7.3µM*
COC(=O)c1ccc(NC(=O)CSc2ccccc2)cc1	4%	u	u
CN1C(=O)c2ccccc2C1=O	x	u	-24%[92.5 µM]
Cc1nn(C)c(C)c1CCNC(=O)Nc1cccc(Cl)c1C	6%	1%	-26%
C#CCOCCOCCOCCNc1nc(N2CCN(C(=O)[C@H](CCC(=O)O)n3cc(C(N)Cc4ccc(O)cc4)nn3)CC2)nc(N2CCN(C(=O)[C@H](CCC(=O)O)n3cc(C(N)[C@H](C)CC)nn3)CC2)n1 (some centres undefined)	0%	-4%	1%
CCC1CCCCN1CCNS(=O)(=O)c1ccc2c(c1)oc(=O)n2C (centres undefined)	3%	-11%	1%
Cc1ccc(OCC(=O)OCc2cc(=O)n3ccsc3n2)cc1C	1%	-11%	u
CC1(C)C(c2ccccc2)=[N+]([O-])CN1O	-1%	-15%	-26%
Cc1ccc(CNC(=O)Cc2csc3ccccc23)cc1	5%	-1%	-13%
COc1ccc(O)c(C(=O)c2cnn(C(=O)c3cccc(S(=O)(=O)N4CCOCC4)c3)c2)c1	-2%	4%	-2%
COc1ccc(C(NC(=O)c2ccc(F)cc2)c2ccccc2)cc1 (centres undefined)	0%	-4%	u
Cc1ccc(CNC(=O)c2cc(=O)c3cc(C)c(C)cc3o2)cc1	-12%	-18%	-27%
COc1cccc(CC(NC(C)=O)C(=O)NC2CCN(c3nnnn3-c3ccccc3)CC2)c1 (centres undefined)	0%	-3%	-25%
CCOc1ccc(NC(=O)COc2ccc(C(=O)NCCc3ccccc3)cc2)cc1	-3%	-1%	0%
O=C(CN1CCN(c2ccccc2F)CC1)NCc1ccccc1	2%	-11%	-7%
CCc1nc(C)cn1S(=O)(=O)c1ccc(Br)cc1	x	u	u
CC1OC(C(C)(C)C)Cc2[nH][nH]c(=O)c21 (centres undefined)	x	-14%	-14%
Cc1cc(C)n(-c2nc(NCCN(C)C)c3c4c(sc3n2)COC(C)(C)C4)n1	3%	u	23µM*
SMILES	TDP1 block	DT40 TDP1 CPT	TDP1 cell noCPT
CCCCCCn1c(N2CCN(c3ccccc3)CC2)nc2c1c(=O)n(C)c(=O)n2C	5%	u	21µM*
COc1ccc(CC(=O)N2CCN(c3ccccc3)CC2)cc1	5%	-2%	-27%
OCCC1CN(Cc2ccc3ncccc3c2)CCN1Cc1ccccc1 (centres undefined)	x	-7%	-11%
Cc1cc(Br)cc(C)c1OCC(=O)Nc1ccc(S(=O)(=O)Nc2ncccn2)cc1	0%	u	-4%
CCc1cc2cc3c(cc2nc1SCC(=O)N1CCN(C(=O)c2ccco2)CC1)OCO3	6%	u	u
Cc1cc(S(=O)(=O)N(Cc2ccc(F)cc2)CC2CCCO2)ccc1-n1cnnn1 (centres undefined)	-2%	-7%	-28%
CS(=O)(=O)NCCNc1cc(Cl)ccc1[N+](=O)[O-]	5%	14%	1%
Cn1c(C(=O)Nc2ccc(Cl)cc2)cc2cc(Cl)ccc21	2%	-25%	-11%
Cc1ccc(C(=O)N2CCN(c3ccc([N+](=O)[O-])c(N4CCOCC4)c3)CC2)cc1	2%	29µM*	u
CCN(CC(=O)Nc1ccccc1OC)C(=O)CSCc1c(C)noc1C	1%	7%	2%
Cc1ccc(-c2ccc(/C=N/NC(=O)CN3CCCC3)o2)cc1Cl	6%	u	u
COc1cc(OC)c2c(=O)c(-c3ccc4c(c3)OCO4)coc2c1	3%	-9%	-9%
O=C(Nc1ccc(C(O)(C(F)(F)F)C(F)(F)F)cc1)c1ccc(Cl)c([N+](=O)[O-])c1	5%	12µM*	18µM*
Cc1cccc(-n2c(SCC(=O)Nc3nonc3C)nnc2-c2ccoc2C)c1	2%	-7%	u
COc1cc(C)c(S(=O)(=O)NCc2cccs2)cc1C	-2%	5%	-1%
CCn1nc(C)c(NC(=O)Nc2cccc(Cl)c2Cl)c1C	0%	-25%	5%
Cc1cccc(-c2nc(CS(=O)CC(=O)NCCc3ccc(Cl)cc3)c(C)o2)c1 (centres undefined)	4%	-10%	-19%
CCCCSc1nc2c(=O)[nH][nH]c(=O)c2n1Cc1ccccc1	5%	-18%	-13%
Cc1ccc2nc(-c3ccccn3)c(N)n2c1	x	u	u
CC1(C(=O)Nc2ccc3[nH]ncc3c2)CCN1C(=O)C1(c2ccccc2)CC1 (centres undefined)	x	8.2µM*	-17%
O=C(NNC(=O)c1ccccc1[N+](=O)[O-])Nc1ccccc1C(F)(F)F	3%	-7%	u
O=C(N/N=C/c1ccc(OCc2ccccc2)cc1)c1ccncc1	-1%	-26%	-26%
CN1CCC(NC(=O)NC2CCCCC2)CC1	2%	-13%	15%
Cc1ccc(C(=O)N2CC(C)OC(C)C2)cc1[N+](=O)[O-] (centres undefined)	-5%	5%	10%
Cc1ccc(-c2cn(CCC(=O)O)c(-c3ccc(Cl)nc3)n2)cc1	0%	0%	13%

Arranged by length of the SMILES (descending): some entries from above
SMILES	TDP1 block	DT40 TDP1 CPT	TDP1 cell noCPT
O=C(Nc1ccc(C(O)(C(F)(F)F)C(F)(F)F)cc1)c1ccc(Cl)c([N+](=O)[O-])c1	5%	12µM*	18µM*
Cc1ccc(C(=O)N2CCN(c3ccc([N+](=O)[O-])c(N4CCOCC4)c3)CC2)cc1	2%	29µM*	u
CCc1cc2cc3c(cc2nc1SCC(=O)N1CCN(C(=O)c2ccco2)CC1)OCO3	6%	u	u
Cc1cccc(-c2nc(CS(=O)CC(=O)NCCc3ccc(Cl)cc3)c(C)o2)c1 (centres undefined)	4%	-10%	-19%
O=C(NNC(=O)c1ccccc1[N+](=O)[O-])Nc1ccccc1C(F)(F)F	3%	-7%	u
Cc1cccc(-n2c(SCC(=O)Nc3nonc3C)nnc2-c2ccoc2C)c1	2%	-7%	u
Cc1ccc(-c2cn(CCC(=O)O)c(-c3ccc(Cl)nc3)n2)cc1	0%	0%	13%
Cc1ccc(-c2ccc(/C=N/NC(=O)CN3CCCC3)o2)cc1Cl	6%	u	u
CCCCSc1nc2c(=O)[nH][nH]c(=O)c2n1Cc1ccccc1	5%	-18%	-13%
O=C(N/N=C/c1ccc(OCc2ccccc2)cc1)c1ccncc1	-1%	-26%	-26%
Cn1c(C(=O)Nc2ccc(Cl)cc2)cc2cc(Cl)ccc21	2%	-25%	-11%
OCCC1CN(Cc2ccc3ncccc3c2)CCN1Cc1ccccc1 (centres undefined)	x	-7%	-11%
CCn1nc(C)c(NC(=O)Nc2cccc(Cl)c2Cl)c1C	0%	-25%	5%
COc1cc(C)c(S(=O)(=O)NCc2cccs2)cc1C	-2%	5%	-1%
Cc1ccc2nc(-c3ccccn3)c(N)n2c1	x	u	u

New compounds follow:
SMILES	TDP1 block	DT40 TDP1 CPT	TDP1 cell noCPT
CCOc1ccc(Cn2nnc(C(=O)Nc3ccc(OC)cc3OC)c2N)cc1	-3%	-1%	-2%
Nc1nc2ccc(Oc3ccccc3)cc2s1	2%	u	u
Cc1ccccc1-n1nc(CO)c(C(=O)NCc2cccnc2)n1	5%	-10%	-2%
COc1ccc([C@H]2/C=C\CN(S(=O)(=O)c3ccc4ccccc4c3)[C@@H](C)C(=O)N2Cc2ccc(F)cc2)cc1	x	u	u
CC[C@@H]1CC2=C(C(=O)OC(C)(C)O2)[C@@H](CC)O1	x	-8%	-9%
O=C1C(=O)c2c(ccc3ccccc23)-c2ccccc21	x	0.58µM*	0.52µM*
COc1cccc(CN2C(=O)CCC2(C)C(=O)NC2CCCCCC2)c1 (centres undefined)	0%	-25%	-15%
Cc1cc(C)c(NC(=O)c2sc3nc(C)cc(C)c3c2NC(=O)c2ccccc2)c(C)c1	6%	u	u
O=C(c1cc2nc(-c3cccs3)cc(C(F)(F)Cl)n2n1)N1CCCc2ccccc21	-5%	u	u
Cc1ccc(NC(=S)N/N=C2/CCCc3c(C)cc(C)cc32)cc1	4%	5%	-6%
CCOC(=O)NC(=O)C(=CNc1ccc(C)cc1)C(=O)NC(=O)OCC	-3%	-3%	8%
COc1ccc2oc(=O)c(-c3nc4ccc(C)cc4[nH]3)cc2c1	7%	1µM*	1.5µM*
COc1ccc(/C=N/n2c(=S)n(C)c3ccccc32)cc1OC	3%	u	-23%
CC[N+](C)(C)c1ccc(/C=C/c2ccncc2)cc1	x	0.71µM*	0.63µM*
Cc1ccc(N=Cc2cc(C)n(C3CCCC3)c2C)cc1	4%	u	3%
COc1ccc(CCNC(=O)Nc2ccc3c(c2)c(=O)n(C)n3C)cc1OC	x	1%	-4%
CCCc1nc2oc3cc(OC)ccc3c(=O)c2c(=O)n1CCc1ccccc1	5%	21µM*	23µM*
CC(C)NC(=O)COC(=O)c1cc(=O)[nH]c2ccccc12	-2%	5%	8%
CC(C)CC(NC(=O)C(CC(C)C)NC(=O)OC(C)(C)C)C(N)=O (centres undefined)	2%	11%	2%
CCCN(Cc1ccc(N(CC)CC)cc1)CC1CC1	4%	-10%	-20%

Source: PubChem BioAssay
